# Screening results from PubChem BioAssay.
# Mdm2 ligase inh: blocks human Mdm2 ubiquitin ligase activity; cell-based MDM2 ubiquitination luciferase reporter, 2 h; 0 = plate control, 100 = twice control, blank-subtracted; Q00987; 210,000 tested, 0.11% active; AID 1230; signal enhancement, % at 5 µM;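 active = signal enhancement of 30% or more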;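 note: luminescence tracks abundance of the self-degrading MDM2-luciferase fusion protein; higher signal means inhibition of MDM2 E3 ligase activity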
#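 Buffer or medium: Cells held in DMEM | Assay system: Stable mammalian line carrying autodegrading MDM2–luciferase fusion reporter | Quantity: 2000 cells/well | Times: 4 h settle plus 2 h compound, 37 °C | Doses: One concentration, 5 µM, with 0.2% DMSO | Technique: Luminescence with SteadyLite reagent, 15 min at room temperature | Benchmarks: Plate controls and plate blanks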
# FXIIa inh 1536: factor XIIa (human) inhibition; 220,000 tested, 0.3% active; purified FXIIa, Boc-QGR-AMC fluorogenic substrate, 2 h; P00748; inhibition, % at 5 µM; AID 800; in the data active = inhibition above about 40%;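 note: 0% = enzyme with no compound and 100% = blank without enzyme; many of its hits are not listed in these tables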
# Target sequence (P00748 20-372 limits assumed): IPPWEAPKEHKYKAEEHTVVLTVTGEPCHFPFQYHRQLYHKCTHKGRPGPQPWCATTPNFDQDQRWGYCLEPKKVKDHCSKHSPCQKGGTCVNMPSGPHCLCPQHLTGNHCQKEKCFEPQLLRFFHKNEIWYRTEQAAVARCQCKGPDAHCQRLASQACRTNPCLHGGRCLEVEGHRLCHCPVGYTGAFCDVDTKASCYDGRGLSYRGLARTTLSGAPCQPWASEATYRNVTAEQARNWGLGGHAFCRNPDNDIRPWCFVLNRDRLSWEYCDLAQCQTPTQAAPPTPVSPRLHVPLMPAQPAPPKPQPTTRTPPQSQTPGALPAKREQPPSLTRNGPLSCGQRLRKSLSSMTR
# Target sequence (P00748 373-615 limits assumed): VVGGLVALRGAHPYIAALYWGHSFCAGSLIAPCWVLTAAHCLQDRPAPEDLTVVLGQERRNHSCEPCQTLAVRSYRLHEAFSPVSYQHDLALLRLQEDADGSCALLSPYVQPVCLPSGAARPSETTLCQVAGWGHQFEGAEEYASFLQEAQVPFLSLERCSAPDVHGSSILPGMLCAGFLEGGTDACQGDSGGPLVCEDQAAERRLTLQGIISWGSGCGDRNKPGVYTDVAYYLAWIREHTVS
# Rad51 HR inh: blocks human Rad51 in homologous recombination; hRad51 DNA strand exchange, fluorescence dequenching; inhibition, % at 10 µM; 200,000 tested, 0.085% active; AID 1385;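 active = inhibition above 40% at the single screening dose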;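 note: 0% = DMSO control wells and 100% = blanks with heterologous ssDNA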
#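 material = hRad51 filaments on single-stranded DNA | reagent = Donor/quencher-labelled 47-bp dsDNA substrate | compound = 10 µM final, single point | schedule = strand-exchange reaction 15 min at room temperature | measured by = fluorescein emission 520 nm, excitation 485 nm | read-out basis = % inhibition versus plate control and blank means | benchmarks = plate controls and plate blanks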
# Wee1 degr inh: inhibitors of human Wee1 degradation | reporter increase, % at 5 µM | HeLa Luc-Wee1K328M stability, luciferase luminescence; 100% = proteasome inhibitor MG132 effect | 220,000 tested, 1.2% active | P30291;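 active = activation above the mean of all tested compounds plus 3 SD, set per screening run, cut at about 8.8% in these data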;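 note: cells exposed to compound for 20 h before luminescence read; 0% = DMSO alone and 100% = MG132 at 30 µM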
# 14-3-3 Bad PPI: disrupts binding of bovine 14-3-3 zeta to phospho-Bad peptide | TR-FRET 14-3-3zeta/Dy647-pBad peptide displacement, 1 h | inhibition, % at 21.7 µM | 220,000 tested, 0.71% active | AID 781;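 active = inhibition above about 70%, limit read from the data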;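 note: 0% = full 14-3-3 plus peptide FRET controls and 100% = background without 14-3-3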
# Target sequence (P63103 whole entry, looked up): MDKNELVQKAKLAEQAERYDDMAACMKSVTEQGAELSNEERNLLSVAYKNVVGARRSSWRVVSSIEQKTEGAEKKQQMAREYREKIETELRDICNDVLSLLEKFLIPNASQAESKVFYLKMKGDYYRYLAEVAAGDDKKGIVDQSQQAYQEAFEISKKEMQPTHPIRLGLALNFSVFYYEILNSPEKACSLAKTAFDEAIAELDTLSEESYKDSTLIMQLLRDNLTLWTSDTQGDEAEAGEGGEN
# p97 ATPase inh: blocks human p97 ATPase activity; 220,000 tested, 0.42% active; AID 1481; recombinant p97 ATPase, Kinase-Glo ATP luminescence, 3 h; P55072; inhibition, % at 8 µM; in the data active = inhibition above about 15%;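 note: 0% = DMSO vehicle and 100% = wells lacking enzyme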
# eIF4E 4G PPI: blocks eIF4E binding to eIF4G | P63073+Q04637 | 220,000 tested, 0.37% active | inhibition, % at 21.7 µM | TR-FRET eIF4E-eIF4GI(517-606) binding, 2 h | AID 782;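 active = inhibition above about 30%, limit read from the data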;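 note: 0% = full FRET control wells and 100% = background wells lacking eIF4GI fragment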
# KLK5 inh: blocks human kallikrein 5 protease activity; recombinant hK5, fluorogenic AMC substrate cleavage; inhibition, % at 5 µM; 210,000 tested, 0.59% active; AID 873;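 active = inhibition of 40% or more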;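 note: 0% = enzyme controls without compound and 100% = no-enzyme blanks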
# Target sequence (Q9Y337 67-293 limits assumed): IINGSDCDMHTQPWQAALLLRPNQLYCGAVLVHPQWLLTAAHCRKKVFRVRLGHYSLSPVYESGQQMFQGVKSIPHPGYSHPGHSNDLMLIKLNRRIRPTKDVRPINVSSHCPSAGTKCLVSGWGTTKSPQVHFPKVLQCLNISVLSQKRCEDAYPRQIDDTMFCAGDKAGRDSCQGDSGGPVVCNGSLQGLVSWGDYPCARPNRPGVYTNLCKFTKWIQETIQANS
# FXIa inh: blocks human coagulation factor XIa protease activity. P03951. purified FXIa, Boc-Glu-Ala-Arg-AMC fluorogenic substrate. inhibition, % at 5 µM. 220,000 tested, 0.14% active. AID 798;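 active = inhibition of at least 40%; inactive = inhibition below 40%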;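 note: fluorescence of freed AMC excited at 355 nm; 0% = enzyme without compound and 100% = no enzyme blank; many of its hits are not listed in these tables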
# Starred values were filed as active, the others as inactive; x = not tested or not shown; [ ] = dose if it differs, or a comment. Compounds were not picked by outcome. About 3.5% of those tested had a hit in this group.
item	Mdm2 ligase inh	FXIIa inh 1536	Rad51 HR inh	Wee1 degr inh	14-3-3 Bad PPI	p97 ATPase inh	eIF4E 4G PPI	KLK5 inh	FXIa inh	structure
1	-16	14	-7	29*	-9	-10	-16	11	5	COc1ccc(CC(=O)N2CCNC2=O)cc1
2	-7	12	12	8	-6	3	-2	-14	-3	Cc1cccc(NC(=O)Cn2nnc3ccccc32)c1
3	-1	18	-4	-3	3	0	2	9	2	CC1(C)Cc2c(sc3nc(-c4ccccc4Cl)n(N)c(=O)c23)CO1
4	-21	29	-3	-2	-7	3	-3	-6	9	Cc1nn(C)c(C)c1S(=O)(=O)N1CCCC(C(=O)NC2CCCCC2)C1 (stereo not drawn)
5	-31	13	13	1	6	-1	7	-2	2	CCOc1cc2[nH]c(=S)n(CCN3CCCCC3CC)c(=O)c2cc1OCC (stereo not drawn)
6	-4	2	29	-1	-3	-2	-2	-2	-2	COCCNC(=O)c1ccccc1NC(=O)Nc1ccccc1
7	13	-16	x	4	1	0	-2[fluorescence artefact?]	1	-9	CSc1nc(C)c(C(=O)Nc2ccccc2)c(C)c1C#N
8	-13	-2	-9	2	-7[fluorescence artefact?]	0	2	-25	1	CCC(C)(C(=O)NC1CCCCC1)N(C(=O)c1ccccn1)c1ccc(C)cc1 (stereo not drawn)
9	x	11	x	0	48[fluorescence artefact?]	0	5	-15	5	O=C(c1ccc(CSc2nc3ccncc3[nH]2)cc1)N1CCCCC1
10	9	-2	-8	0	11	-2	-14	-2	6	O=C(Nc1ccc(N2CCN(C(=O)c3ccccc3)CC2)c(Cl)c1)c1cccnc1
11	2	1	x	11*	-5	3	2	-14	1	CC(C)CCNC(=S)Nc1ccc2nc3n(c(=O)c2c1)CCCCC3
12	-6	13	2	-2	9[fluorescence artefact?]	0	1	3	2	OC(COc1ccc(OCc2ccccc2)cc1)CN1CCOCC1 (stereo not drawn)
13	0	-7	1	0	-2	0	0	4	4	CC(=O)N1CCN(Cc2nc3cc(NC(=O)c4ccc(Cl)cc4)ccc3n2C)CC1
14	-13	26	-6	0	4[fluorescence artefact?]	0	-9[fluorescence artefact?]	-18	22	Cc1nc2nc(SCC(N)=O)[nH]c2cc1Br
15	-2	11	9	5	4	-5	-2	6	6	O=S1(=O)C=C(SCCN2CCCCC2)c2ccccc21
16	-7	-1	x	1	-11[fluorescence artefact?]	0	-2	-21	3	Cc1ccc(SCC(=O)NCCCN2CCOCC2)cc1
17	-5	5	4	-3	35	-4	2	21	1	Cc1occc1C(=O)N1N=C(C2CC2)CC1(O)C(F)(F)F (stereo not drawn)
18	-13	13	-1	0	-4	4	-3	-6	3	COc1ccc(C2NCCC3(O)CCCCC23)c(OC)c1OC (stereo not drawn)
19	-12	12	-1	-2	-2	-4	2	-6	5	Cc1ccc(OCc2ccc(C(=O)NN)o2)c([N+](=O)[O-])c1
20	-8	-5	1	3	-6	-3	-6	-26	-9	O=C(NCCCn1ccnc1)c1cc(-c2cccnc2)nc2ccc(Br)cc12
21	-4	5	4	-1	1	3	-3	-2	-4	CCOc1nc2c(c(=O)n(C)c(=O)n2C)n1Cc1ccccc1Cl
22	7	11	-2	2	-5	4	1	3	-1	COc1ccc(N2C(=O)CC(NNC(=O)c3cc(C)oc3C)C2=O)cc1 (stereo not drawn)
23	-1	12	-1	1	2	-1	-5	1	-2	O=C(NCc1ccc2c(c1)OCO2)C1CCC(CNS(=O)(=O)c2ccc(Cl)cc2)CC1 (stereo not drawn)
24	-7	2	10	1	-2	4	-2	0	-1	Cc1ccc(C(=O)NNC2=NC(C)(C)Cc3ccccc32)cc1
25	-14	11	1	-2	1	-8	-7	-7	4	c1ccc(N2CCN(Cc3cn4cccnc4n3)CC2)cc1
26	-5	3	14	4	-6[fluorescence artefact?]	-4	1	-14	-6	CCOC(=O)c1ccc(NC(=O)COC(=O)c2cccc(Oc3ccccc3)c2)cc1
27	-4	1	-51	0	-3	3	6	-6	-4	CC(=O)c1ccc(NC(=S)N2CCN(c3cccc(Cl)c3)CC2)cc1
28	-8	-4	-3	-4	1	-1	-8[fluorescence artefact?]	-16	0	CCOc1ccc(NS(=O)(=O)c2ccc3c(c2)CCN3C(=O)C2CCC2)cc1
29	-5	3	-2	3	-6	0	0	-1	-2	CCOC(=O)c1ccc(NC(=O)CSC(=S)N2CCOCC2)cc1
30	-23	5	1	1	49	5	3	-15	8	O=C(O)Cn1c(SCCOc2ccccc2F)nc2ccccc21
31	-12	3	1	-2	5[fluorescence artefact?]	1	3[fluorescence artefact?]	-28	1	Nc1c(C(=O)NCc2ccco2)nnn1CC(=O)Nc1ccccc1
32	-10	27	40	8	13[fluorescence artefact?]	5	2	-20	22	O=C(Nc1ccc(N2CCCC2)cc1)c1ccc2ccccc2c1
33	-25	3	11	0	5	-4	-3	13	-7	O=C(NC1CCN(C(=S)NCc2ccco2)CC1)c1ccc(F)cc1
34	4	15	8	-3	4[fluorescence artefact?]	0	2	2	-4	CCOC(=O)CN1C(=O)C(=O)c2cc(C)ccc21
35	-6	0	10	4	0	-1	4[fluorescence artefact?]	-6	0	O=C(NC1CCCC1)C(c1ccccc1)N(C(=O)c1ccco1)C1CCCC1 (stereo not drawn)
36	4	2	2	7	-13	-1	0	-1	-2	CCOC(=O)C1CCCN(C(=O)COc2ccc(N(C)S(=O)(=O)c3ccc(C)cc3)cc2)C1 (stereo not drawn)
37	0	1	-29	4	-4	4	2	-6	-6	COc1cnc(-c2ccccn2)nc1Sc1ccc(C)cc1
38	-9	13	-7	1	4	-6	3	3	-3	O=C(N/C(=C/c1cccnc1)C(=O)N1CCOCC1)c1ccccc1Cl
39	-8	17	5	-1	-7	0	12	-14	6	CSCCC(NS(=O)(=O)c1ccc(Cl)cc1)C(=O)OCC(=O)c1ccc(F)cc1 (stereo not drawn)
40	-2	21	-2	2	-16	4	3	-31	-3	COc1ccc(OC)c(C2c3c(oc4ccccc4c3=O)C(=O)N2CCCN(C)C)c1 (stereo not drawn)

# Just FXIa inh, for 5 of the compounds above:
entry	Molecule	FXIa inh
39	CSCCC(NS(=O)(=O)c1ccc(Cl)cc1)C(=O)OCC(=O)c1ccc(F)cc1 (stereo not drawn)	6
35	O=C(NC1CCCC1)C(c1ccccc1)N(C(=O)c1ccco1)C1CCCC1 (stereo not drawn)	0
31	Nc1c(C(=O)NCc2ccco2)nnn1CC(=O)Nc1ccccc1	1
32	O=C(Nc1ccc(N2CCCC2)cc1)c1ccc2ccccc2c1	22
37	COc1cnc(-c2ccccn2)nc1Sc1ccc(C)cc1	-6

# More structures
item	Mdm2 ligase inh	FXIIa inh 1536	Rad51 HR inh	Wee1 degr inh	14-3-3 Bad PPI	p97 ATPase inh	eIF4E 4G PPI	KLK5 inh	FXIa inh	structure
41	-14	51*	3	7	4[fluorescence artefact?]	1	3[fluorescence artefact?]	-1	36	Cc1ccc(-c2nc(CS(=O)(=O)CC(=O)N3CCc4ccccc4C3)c(C)o2)cc1
42	-15	15	12	0	-4	4	-2	-12	6	CCOC(=O)COc1ccccc1/C=C1/NC(=O)NC1=O
43	-20	17	-2	8	-6	5	4	2	16	CCOC(=O)c1cnc2ccccc2c1NCCO
44	-13	10	-1	0	-8	-2	4[fluorescence artefact?]	14	3	COC(=O)CCC(=O)N1CCc2cc(S(=O)(=O)N3CCN(c4ccccc4Cl)CC3)ccc21
45	0	6	x	1	-3	1	-4	0	0	Cc1cc(C(=O)N/N=C/C(Cl)=C/c2ccccc2)c(C)o1
46	19	-1	1	-1	-5	2	13	-4	4	N#Cc1sc2nc(-c3cccs3)cc(-c3ccc(F)cc3)c2c1N
47	-6	17	-2	0	2[fluorescence artefact?]	0	7[fluorescence artefact?]	3	5	CCc1nc(-c2ccc(C)nc2OC)no1
48	8	12	x	-1	-8[fluorescence artefact?]	0	-2	-7	6	Cc1ccc(NC(=O)CSc2nnc(-c3cnccn3)n2-c2ccccc2)cc1
49	-11	17	6	1	-5	-8	9	-11	7	CN(C)c1ccc(C(=O)OCc2ccccc2)cc1
50	-10	16	-5	0	-3[fluorescence artefact?]	-1	13	-5	6	O=C(C1=COCCO1)N1CCN(S(=O)(=O)c2cccc(Cl)c2Cl)CC1
51	-21	-3	-7	2	3	-1	-1	4	-6	Cc1c(C)n(Cc2ccccc2)c2ncnc(N)c12
52	x	3	x	-2	-2	9	-2	x	0	O=S(=O)(NC(=NCc1ccccc1)c1ccccc1F)c1ccccc1
53	-29	-1	8	-2	1	0	2	-5	16	CC(=O)Nc1ccc(SCC(=O)c2cc(C)n(-c3ccccc3)c2C)cc1
54	-10	14	-2	-1	6[fluorescence artefact?]	-1	5	-6	5	O=C(COC(=O)c1cc2ccccc2oc1=O)c1cccc([N+](=O)[O-])c1
55	-2	7	2	5	-20	3	2	1	-1	CC1CCN(CCn2c(=S)[nH]c3cc4c(cc3c2=O)OCO4)CC1
56	11	-3	-1	-1	4	1	3	-11	3	O=C(COC(=O)c1cncc(Br)c1)NCC1CCCO1 (stereo not drawn)
57	1	6	-5	7	-2	-5	0	-8	-3	Cc1cc(F)ccc1NC(=O)c1cnccn1
58	-14	23	-5	6	-4	5	-2[fluorescence artefact?]	-21	17	CCc1c(OC(C)=O)c2ccccc2n(C)c1=O
59	-15	11	-2	-2	-4	-1	-4[fluorescence artefact?]	6	1	O=C(Cc1cccs1)NCc1ccc(F)cc1
60	1	12	4	0	-23[fluorescence artefact?]	2	-5[fluorescence artefact?]	-16	2	CCCCn1c(-c2ccco2)n[nH]c1=S
61	-6	5	-2	1	-1	4	-3	-2	-7	NC1=NC(c2cn[nH]c2-c2ccc(F)cc2)n2c(nc3ccccc32)N1 (stereo not drawn)
62	10	5	-1	-2	6	2	-1[fluorescence artefact?]	2	-2	CCOc1ccc(C(C)=O)cc1CSc1nnc(-c2cccs2)n1CC1CCCO1 (stereo not drawn)
63	-12	11	-5	-2	67	-3	3	2	-1	C=CCSc1nc(C)c(CC(=O)OCCCC)c(=O)[nH]1
64	-2	12	-6	0	81*	1	2	-10	-11	CS(=O)(=O)N1CCN(Cc2ccc(C(F)(F)F)cc2)CC1
65	-5	3	-6	-2	0	0	-2[fluorescence artefact?]	-7	5	O=C1CC(C(=O)NCc2ccccc2)N=C(N2CCCCC2)N1 (stereo not drawn)
66	-13	5	4	-5	-4	6	4	-3	-6	O=C(CCCN1C(=O)/C(=C/c2cccs2)SC1=S)NNC(=O)c1ccncc1
67	-2	16	6	x	-1	x	-2	10	4	CC[C@@H]1CC=C[C@H]2[C@H]1C(=O)N(Cc1ccccc1)[C@H]2c1ccc2ccccc2c1
68	-9	6	1	-4	21	2	5	-18	-3	COc1cccc(C(=O)NCC2CCN(c3ccc(S(=O)(=O)N4CCOCC4)cc3)CC2)c1
69	5	12	1	4	-2	-3	-2	3	25	O=S(=O)(c1ccc(N2CCN(c3ccc(F)cc3)CC2)cc1)N1CCCC1
70	4	18	-2	-2	22	1	-2	21	-4	CCOc1ccc(C(=O)Nc2ccccc2N2CCCC2)cc1
71	-3	4	0	0	-4	4	-6	4	-2	COc1ccc(-c2[nH]ncc2CN2CCC(C(=O)N3CCOCC3)CC2)c(F)c1
72	-32	4	2	-4	14	-2	6	1	-3	O=C(O)c1ccc(N/N=C/c2ccc(-c3cc(Cl)ccc3Cl)o2)cc1
